PI4K2A inh: qHTS for small molecular inhibitors of PI4K2A; purified PI4K2A, ADP-Glo luminescence, 1 h; stronger effect = lower value; activity change, negative = inhibition, % at 76.9 µM; actives 0.13% (n = 420,000); in the data active = activity change below about -50%; inconclusive = mostly about -30% to -49%;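 note: -100% = wells without enzyme as full effect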
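PI4K2A activity was measured by ADP-Glo luminescence: enzyme (4 ug/mL stock) and phosphatidylinositol (1.2 mM stock) in Tris pH 7.5/MgCl2/EGTA/Triton X-100 buffer were reacted with ATP (300 microM stock) for one hour at ambient temperature.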
Vif-A3F inh: qHTS for Inhibitors of Vif-A3F Interactions: qHTS; HeLa A3F-eYFP + Vif (tagged APOBEC3F with the HIV-1 protein that degrades it), YFP fluorescence increase; Potency, µM (titrated, usually from 46.1 µM), for inactives: at the top dose activity, negative = active; actives 0.2% (n = 390,000); AID 602313, 2012; note: potency is the fitted concentration of half-maximal effect; % of control where 0% means no effect; nearly all actives have a fitted effect of over 65% in size
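HeLa cells stably expressing Vif plus C-terminally eYFP-tagged A3F were seeded, incubated overnight at 37 deg C, dosed with compound, incubated overnight again at 37 deg C. Yellow fluorescence (Ex 488/Em 500-530) reported blocked Vif-mediated A3F-eYFP degradation.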
GRP78 ERSR act: qHTS for Inducers of the Endoplasmic Reticulum Stress Response (ERSR) in Human Glioma: qHTS; U87-MG GRP78 promoter luciferase reporter, 16 h; Potency, µM, for inactives: top-dose activation, actives largely listed as activators; actives 0.02% (n = 420,000); note: potency is the fitted concentration of half-maximal effect; series mostly up to about 76 µM; % of control where 0% means no effect; nearly all actives have a fitted effect of over 35% in size
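ERSR induction read as luciferase luminescence (Bright-Glo, 10 min at room temperature) in stably transfected human U87-MG glioma cells exposed to compounds for 16 h, using GRP78 as sensor.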
RXFP1 agonist: qHTS Assay for Agonists of the Relaxin Receptor RXFP1; Relaxin receptor 1 (Homo sapiens), Q9HBX9; HEK293T-RXFP1 cAMP TR-FRET, 30 min; response scale: percent of porcine relaxin response, buffer zero; Potency, µM (top dose mostly 57.5 µM), for the others: top-dose activation, most hits filed as activators; actives 0.3% (n = 370,000); AID 2676, 2010; note: potency is the fitted concentration of half-maximal effect; % is set by controls: 0 for no effect and ±100 for the full control effect; nearly all actives have a fitted effect of over 60% in size; many of its hits are not listed in these tables
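HEK293T cells stably expressing RXFP1 were pretreated with the PDE4 inhibitor Ro 20174, exposed to compounds for 30 min at 37C, lysed, and cAMP was read by TR-FRET. Data normalized to buffer (basal) and 29 nM porcine relaxin (100%).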
IDH1 R132H inh: qHTS for Inhibitors of mutant isocitrate dehydrogenase 1 (IDH1): qHTS; Isocitrate dehydrogenase [NADP] cytoplasmic (Homo sapiens), O75874; actives 0.093% (n = 390,000); Potency, µM (doses to about 76.6 µM), without a hit: top-dose activity change, negative = inhibition, hits mostly inhibitors; IDH1-R132H enzyme, NADPH consumption, diaphorase/resazurin fluorescence; note: potency is the fitted concentration of half-maximal effect; % is set by controls: 0 for no effect and ±100 for the full control effect; nearly all actives have a fitted effect of over 65% in size
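IDH1-R132H (0.5 ug/mL) preincubated 30 min with compound, then NADPH (0.016 mM) and alpha-KG (2 mM) added; 80 min at RT, pH 7.5. Remaining NADPH coupled via diaphorase/resazurin to fluorescence (540/590 nm); concentration-response curves normalized to no-enzyme control.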
TrxR1 substrate: qHTS Assay for Substrates of Mammalian Selenoprotein Thioredoxin Reductase 1 (TrxR1): qHTS. Thioredoxin reductase 1, cytoplasmic (Rattus norvegicus), O89049. purified TrxR1 substrate turnover, NADPH consumption readout. Potency, µM (titrated, usually from 114 µM), for inactives: at the highest dose activity change, negative = substrate turnover. actives 0.01% (n = 390,000); note: potency is the fitted concentration of half-maximal effect; % is set by controls: 0 for no effect and ±100 for the full control effect; nearly all actives have a fitted effect of over 50% in size
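Rat TrxR1, dispensed at 90 nM, was prereduced with 400 uM NADPH (final) for 5 min at ~22 deg C, then incubated with compound 15 min before 400 uM selenite. A first-read NADPH fluorescence drop versus no-compound background flagged substrates.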
USP1 inh: Inhibitors of USP1/UAF1: Primary Screen; Ubiquitin carboxyl-terminal hydrolase 1 (Homo sapiens), O94782; recombinant USP1/UAF1, Ub-Rhodamine cleavage fluorescence; Potency, µM (series often up to 57.1 µM), for the others: top-dose activity change, negative = inhibition, hits mostly inhibitors; actives 0.23% (n = 390,000); note: potency is the fitted concentration of half-maximal effect; % is set by controls: 0 for no effect and ±100 for the full control effect; nearly all actives have a fitted effect of over 60% in size; inactives centre near -12
Target sequence (O94782 whole entry, looked up): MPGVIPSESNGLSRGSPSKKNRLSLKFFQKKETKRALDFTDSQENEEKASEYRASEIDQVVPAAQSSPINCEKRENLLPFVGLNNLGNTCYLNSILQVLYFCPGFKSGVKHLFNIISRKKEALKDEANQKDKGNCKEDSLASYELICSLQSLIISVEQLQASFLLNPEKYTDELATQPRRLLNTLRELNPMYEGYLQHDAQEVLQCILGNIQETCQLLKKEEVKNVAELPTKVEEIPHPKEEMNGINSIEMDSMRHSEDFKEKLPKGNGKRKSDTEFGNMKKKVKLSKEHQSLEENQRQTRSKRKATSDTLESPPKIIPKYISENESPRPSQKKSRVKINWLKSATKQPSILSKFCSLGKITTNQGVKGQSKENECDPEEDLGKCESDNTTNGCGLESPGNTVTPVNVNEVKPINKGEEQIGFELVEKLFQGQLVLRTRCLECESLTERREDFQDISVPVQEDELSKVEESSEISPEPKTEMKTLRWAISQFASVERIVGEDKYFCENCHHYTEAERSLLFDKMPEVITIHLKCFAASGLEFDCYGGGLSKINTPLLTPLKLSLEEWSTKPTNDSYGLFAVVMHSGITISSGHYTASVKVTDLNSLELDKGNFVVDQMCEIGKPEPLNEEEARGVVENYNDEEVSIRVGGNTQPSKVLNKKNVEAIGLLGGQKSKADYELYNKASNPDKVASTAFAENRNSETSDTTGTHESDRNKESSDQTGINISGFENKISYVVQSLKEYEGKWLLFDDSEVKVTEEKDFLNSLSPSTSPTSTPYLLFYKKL
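High-throughput fluorogenic screen: 1nM USP1/UAF1 complex, Ub-Rho substrate 150nM final, 50mM HEPES pH 7.8 with 0.5mM EDTA, 0.1 mg/ml BSA, 1mM TCEP and 0.01% Tween-20.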
LDHA inh: qHTS assay for inhibitors of human lactate dehydrogenase | activity change, % (values are at about 110 or 230 µM) | purified LDHA, NADH/diaphorase-resazurin fluorescence; stronger effect = lower value | actives 0.15% (n = 480,000); in the data active = activity change below about -30%; inconclusive = mostly about -25% to -30%;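 note: plate controls were DMSO wells for no effect and wells without enzyme for full effect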
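Enzyme activity of human lactate dehydrogenase 5 (2 nM; 0.06 mM NADH, 0.2 mM pyruvate, 5 min, RT) is measured via a resazurin/diaphorase fluorescence readout of residual NADH.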
Vif-APOBEC3G blk: qHTS for Inhibitors of Vif-A3G Interactions: qHTS | Potency, µM (series often up to 46.1 µM), without a hit: top-dose activity, negative = active, actives largely listed as inhibitors | actives 0.076% (n = 410,000) | HeLa A3G-eYFP + Vif (tagged APOBEC3G with the HIV-1 protein that degrades it), YFP fluorescence, overnight | DNA dC->dU-editing enzyme APOBEC-3G (Homo sapiens), Q9HC16 | AID 602310, 2012;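 note: potency is the fitted concentration of half-maximal effect; % is set by controls: 0 for no effect and ±100 for the full control effect; nearly all actives have a fitted effect of over 60% in size; hits raise eYFP signal because A3G escapes Vif-driven loss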
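HeLa cells stably expressing Vif and C-terminally eYFP-tagged A3G, seeded overnight at 37 deg C, then exposed to compound by pintool overnight at 37 deg C. Rise in yellow fluorescence (Ex 488/Em 500-530, Acumen) marks blocked Vif-driven A3G degradation.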
An asterisk follows results filed as active; ? = inconclusive; / = no result given; & = joins results of further samples; [ ] = another dose, or the depositor's remark. Unless noted, calls come from the whole dose curve; as a rule, active = well fitted curve in the direction sought with a large enough effect; inconclusive = small, poorly fitted or top-dose-only effect, or another doubt; inactive = no such curve, though single readings can be large; an effect the other way counts as inactive or inconclusive. An excerpt (hit frequency here may not be typical).

SMILES | PI4K2A inh | Vif-A3F inh | GRP78 ERSR act | RXFP1 agonist | IDH1 R132H inh | TrxR1 substrate | USP1 inh | LDHA inh | Vif-APOBEC3G blk
O=C(CSC1=NCCS1)Nc1cccc2ccccc12 | -16 | / | -5% | -1.4% | 1% | -8% | -18% | -3 | 2%
COc1ccccc1NC(=O)c1ccc(NC(=O)COC(=O)CC(NC(=O)c2ccccc2Cl)c2ccccc2)cc1 (stereo not drawn) | -10 | -7% | -2% | -1.7% | 7% | 3% | -26% | 0 | -9%
CCCCCCCCn1cc(C(C)=O)c(=O)[nH]c1=O | 3 | 4% | -7% | 3.3% | 0% | 4% | -5% | -14 | 0%
S=C(NCc1cccs1)Nc1cc(Cl)cc(Cl)c1 | 18 | -2% | -5% | 2.2% | 0% | -4% | -27% | -8 | 1%
Cc1ccc(O)c(NC(=O)c2cc(-c3ccc(F)cc3)on2)c1 | -3&-9 | 10%&2% | 0%&2% | -0.2%&0.8% | -4%&-10% | 10%&-7% | -11%&-29% | 2&-2 | 0%&1%
CCn1c(SCC(=O)c2cc(OC)ccc2OC)nnc1C1CC1 | 2 | -2% | ? | 1.0% | 8% | -5% | -20% | 12 | 0%
C/C(=N/NC(=O)CSc1nc2ccccc2n1C)c1ccc(O)cc1 | 0 | 10% | -3% | 0.2% | -7% | -9% | -6% | -4 | -12%
COc1ccc(-c2cc(C(F)(F)F)n3nc(C(=O)NCc4ccco4)cc3n2)cc1OC | -1 | -9% | -3% | 4.9% | -2% | 61%[activator] | -17% | -6 | -20%
COC(=O)c1cc2oc3ccccc3c2n1CC(=O)Nc1cccc(SC)c1 | 4 | 0% | -1% | 5.3% | -6% | 20% | -12% | -2 | 1%
N/C(=N\OC(=O)c1cccc(Cn2cc(C(F)(F)F)ccc2=O)c1)c1ccccc1 | 3 | 0% | 5% | 2.0% | -3% | -3% | -16% | 0 | -4%
O=C(NNC(=O)c1cccs1)c1ccc(S(=O)(=O)N2CCCCC2)cc1 | -1 | 2% | -3% | -0.3% | 1% | -17% | -8% | 0 | 2%
O=C1C=C(N2CCCCC2)c2ccccc2C1=O | ? | 7% | -13% | / | 26% | -28%[57.1 µM] | 7.9µM* | 29 | -1%
O=C1N[C@@H](Cc2ccccc2)C(=O)N2[C@H]1C[C@]1(Br)c3ccccc3N(S(=O)(=O)c3ccc(F)cc3)[C@H]21 | -1 | 0% | 1% | / | -13% | 7% | -18% | 0 | -6%
Nc1oc2ccc(F)cc2c(=O)c1C=O | 3 | -14% | -2% | 0.2% | 3% | 7%[57.1 µM] | -24% | -11 | -7%
Cc1ccc(C)c(NC(=S)NNC(=O)c2ccco2)c1 | -1 | -16% | 0% | -1.0% | 8% | 3% | -13% | -2 | 4%
COc1ccccc1CNC(=O)Cn1nc(C)c([N+](=O)[O-])c1C | -25 | -5% | -5% | / | -1% | 4% | -3% | -3 | -1%
Cc1ccc(C)c(NC(=O)Cn2c(=O)n(Cc3ccco3)c(=O)c3ccc(C(=O)NC4CCCC4)cc32)c1 | -2 | ? | -4% | 0.8% | 5% | 8% | -22% | -7 | -11%
C=C(C)COc1ccc(C2NC(=O)c3ccccc3O2)cc1OCC (stereo not drawn) | 1 | -6% | -4% | 2.3% | 0% | -3%[57.1 µM] | -16% | -4 | 5%
Cc1cc(-c2ccc(Br)cc2)n2nc(C)cc2n1 | 0 | -9% | 0% | / | -10% | / | ? | -16 | 0%
COc1ccccc1NC(=O)c1sc2nc3n(c(=O)c2c1C)CCC3 | 3 | 9% | -2% | 8.9µM* | 14% | 17% | -15% | -10 | -2%
Cc1cc(C)cc(N2C(=O)CC(N(C(=O)c3ccco3)c3cc(C)cc(C)c3)C2=O)c1 (stereo not drawn) | -3 | -4% | -2% | 1.7% | -16% | -10% | -13% | -2 | 1%
CCOC(=O)c1c(C)nn(Cc2ccccc2)c1N | 6 | / | -1% | -1.3% | 2% | -1% | -13% | -2 | 0%
Cc1onc(-c2c(F)cccc2Cl)c1C(=O)Nc1cccc(S(=O)(=O)NC2=NCCC2)c1 | 5 | -4% | -4% | -0.3% | 2% | -9% | -12% | -3 | -1%
Cc1cccc(N2CCN(C(=O)c3ccc(NC(=O)C4CCCO4)cc3)CC2C)c1 (stereo not drawn) | 11 | 5% | -6% | 0.8% | -4% | 2% | -16% | -7 | 1%
CCOc1cc(C(=O)Nc2cc(=O)n(C)c(=O)n2C)cc(OCC)c1OCC | -5 | -16% | 12% | 0.1% | -4% | 7%[57.1 µM] | -5% | -5 | -2%
Cc1ccsc1C(=O)N1CCCC(C)(C(=O)NS(=O)(=O)C2CC2)C1 (stereo not drawn) | -1 | / | 1% | / | / | / | / | 3 | 5%
CN1CCC(NC(=O)C2(C)CCN2Cc2ccc3ccccc3c2)CC1 (stereo not drawn) | 0 | / | -1% | / | / | / | / | -4 | 0%
COC(=O)CCC(=O)Nc1sc(Cc2ccccc2)c(C)c1C(N)=O | -3 | 3% | -3% | 0.1% | 0% | -1% | -27% | -2 | -5%
CCc1cc2ccc(C)cc2nc1SCC(=O)Nc1cc(OC)c(OC)cc1C(=O)O | 4 | 1% | 2% | 2.2% | 0% | -4% | -10% | -14 | -5%
O=C(O)c1cccc(NC(=O)C2C3C=CC(C3)C2C(=O)O)c1 (stereo not drawn) | 0 | -7% | -4% | 2.3% | 4% | 2% | -4% | -6 | -1%

In the list so far, these contain bromine.
SMILES | PI4K2A inh | Vif-A3F inh | GRP78 ERSR act | RXFP1 agonist | IDH1 R132H inh | TrxR1 substrate | USP1 inh | LDHA inh | Vif-APOBEC3G blk
O=C1N[C@@H](Cc2ccccc2)C(=O)N2[C@H]1C[C@]1(Br)c3ccccc3N(S(=O)(=O)c3ccc(F)cc3)[C@H]21 | -1 | 0% | 1% | / | -13% | 7% | -18% | 0 | -6%
Cc1cc(-c2ccc(Br)cc2)n2nc(C)cc2n1 | 0 | -9% | 0% | / | -10% | / | ? | -16 | 0%

New compounds follow
SMILES | PI4K2A inh | Vif-A3F inh | GRP78 ERSR act | RXFP1 agonist | IDH1 R132H inh | TrxR1 substrate | USP1 inh | LDHA inh | Vif-APOBEC3G blk
COC(=O)c1ccc(C(=O)OC)c(NC(=S)N2CCCC(C)C2)c1 (stereo not drawn) | -6 | 2% | 0% | -0.1% | 10% | 17% | -17% | 8 | -5%
COc1cccc(CNC(=O)CSc2ncc3c(n2)-c2cc(Cl)ccc2N(C)S3(=O)=O)c1 | 8 | 2% | -5% | -2.7% | -12% | -1%[57.1 µM] | -21% | 2 | -2%
COc1ccc(CC(=O)NCC2COc3ccccc3O2)cc1 (stereo not drawn) | 0 | -2% | -4% | 2.2% | 8% | 8% | -19% | -3 | -1%
COCCCn1c(SCc2ccccc2)nc2cc(OC)c(OC)cc2c1=N | 2 | -3% | -1% | -0.4% | 7% | 2%[57.1 µM] | -17% | 2 | -4%
COc1ccc(CN(Cc2cccn2C)C(=O)c2cc3cc(OC)ccc3[nH]2)cc1 | 1 | -7% | -4% | 5.0% | -1% | 10%[57.1 µM] | 2% | -1 | -1%
Fc1ccc(-c2csc3ncnc(N4CCN(Cc5ccccc5)CC4)c23)cc1 | 0 | 0% | -4% | 9.9% | 2% | 7% | -21% | -3 | 0%
O=C(CCN1CCc2ccccc2C1)Nc1ccccc1 | -6 | / | 4% | -1.0% | 0% | 2% | 3% | -4 | 1%
CCOc1ccccc1NC(=O)CSc1nc(=O)n(Cc2ccccn2)c2c1CCC2 | -1 | -5% | -4% | 0.9% | 3% | 4% | -21% | 0 | -5%
CCN(CC)C(=O)c1nn(-c2ccccc2)c2c1C1CCC2(C)C1(C)C (stereo not drawn) | -1 | 5% | -4% | -0.1% | -4% | 1% | -22% | -1 | -3%
CC1(C)Cc2c(cnn2-c2ccccc2)-c2c1c1ccccc1n2CC(O)CCl (stereo not drawn) | 2 | -6% | -3% | 2.1% | -21% | 102%[activator] | -21% | -1 | -17%
Cc1cccc(NC(=O)N2CCN(Cc3ccc(Cl)cc3)CC2)c1 | 4 | 1% | -3% | -0.7% | 13% | -6% | -9% | -2 | 0%
O=C(NC1CCS(=O)(=O)C1)c1cccc(S(=O)(=O)N2CCCC2)c1 (stereo not drawn) | 0 | ? | -3% | -0.4% | 20% | 4% | -24% | -6 | -10%
COc1ccc2c(c1OC)C(=O)N(c1ccc(OCc3ccccc3)cc1)C2=O | 2 | -2% | -1% | -1.4% | 1% | 5% | -33% | -10 | 1%
O=S(=O)(Nc1cccc(S(=O)(=O)N2CCCC2)c1)c1ccc(Cl)cc1 | -1 | 0% | -1% | / | 0% | -4% | -17% | -4 | 1%

Screening data as filed in PubChem.
